# NSD2 inh: inhibitors of human NSD2, primary screen, biochemical, plate reader, single point; Histone-lysine N-methyltransferase NSD2 (Homo sapiens), O96028; NSD2-SET H3K36me1 DELFIA fluorescence; inhibition, % at 12.5 µM; 44,000 tested, 0.07% active; AID 624260, 2012; in the data active = inhibition above about 54%, passing the limit was not always enough;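 also: inhibitors reduce the monomethyl H3K36 fluorescence signal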
# Target sequence (O96028 whole entry, looked up): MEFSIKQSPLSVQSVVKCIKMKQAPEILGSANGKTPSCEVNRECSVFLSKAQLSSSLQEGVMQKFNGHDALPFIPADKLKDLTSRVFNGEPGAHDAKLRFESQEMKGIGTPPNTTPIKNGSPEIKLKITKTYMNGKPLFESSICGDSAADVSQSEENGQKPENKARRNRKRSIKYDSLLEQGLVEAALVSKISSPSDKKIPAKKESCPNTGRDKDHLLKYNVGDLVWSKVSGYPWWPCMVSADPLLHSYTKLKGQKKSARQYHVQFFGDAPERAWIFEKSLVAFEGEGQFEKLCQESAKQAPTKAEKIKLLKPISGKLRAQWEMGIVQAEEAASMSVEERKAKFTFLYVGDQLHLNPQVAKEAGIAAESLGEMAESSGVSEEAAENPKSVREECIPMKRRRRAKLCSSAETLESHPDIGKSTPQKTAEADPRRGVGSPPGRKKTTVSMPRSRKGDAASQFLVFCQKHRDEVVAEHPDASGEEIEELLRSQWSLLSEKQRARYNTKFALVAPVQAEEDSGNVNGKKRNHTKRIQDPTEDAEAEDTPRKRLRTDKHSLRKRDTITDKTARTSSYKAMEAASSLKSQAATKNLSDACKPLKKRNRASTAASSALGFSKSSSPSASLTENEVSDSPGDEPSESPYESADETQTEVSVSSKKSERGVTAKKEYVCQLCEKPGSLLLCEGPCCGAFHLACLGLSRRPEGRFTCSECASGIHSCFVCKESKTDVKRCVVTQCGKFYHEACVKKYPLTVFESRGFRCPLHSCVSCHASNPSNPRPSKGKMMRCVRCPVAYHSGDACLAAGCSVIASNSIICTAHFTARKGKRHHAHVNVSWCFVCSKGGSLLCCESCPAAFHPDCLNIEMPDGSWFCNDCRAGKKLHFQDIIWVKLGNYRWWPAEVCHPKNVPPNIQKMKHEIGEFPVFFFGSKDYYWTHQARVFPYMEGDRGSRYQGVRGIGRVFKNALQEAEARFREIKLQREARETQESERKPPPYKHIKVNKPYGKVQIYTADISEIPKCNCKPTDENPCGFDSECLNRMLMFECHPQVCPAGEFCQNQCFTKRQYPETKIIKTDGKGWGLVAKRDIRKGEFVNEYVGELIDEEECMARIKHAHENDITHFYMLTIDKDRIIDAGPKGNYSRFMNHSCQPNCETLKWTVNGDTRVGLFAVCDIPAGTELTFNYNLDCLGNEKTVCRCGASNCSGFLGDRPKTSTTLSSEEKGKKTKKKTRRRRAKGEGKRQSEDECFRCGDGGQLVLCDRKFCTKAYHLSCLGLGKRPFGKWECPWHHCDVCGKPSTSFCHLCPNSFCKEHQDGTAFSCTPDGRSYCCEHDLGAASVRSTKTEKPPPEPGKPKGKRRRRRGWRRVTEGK
# The depositor's hits bear a star; i = inactive. This is a subset (hit frequency here may not be typical).
SMILES,NSD2 inh
C[C@H]1CN([C@@H](C)CO)C(=O)c2cccc(NC(=O)Nc3cccc4ccccc34)c2O[C@H]1CN(C)Cc1ccc2c(c1)OCO2,-4.9
O=C(O)C[C@H]1C=C[C@H](NC(=O)Nc2ccccc2)[C@@H](CO)O1,4.9
COc1ccc(NC(=O)Nc2ccc3c(c2)CC(=O)N([C@H](C)CO)C[C@@H](C)[C@H](CN(C)Cc2ccc(C(F)(F)F)cc2)O3)cc1,-11.1
C[C@@H]1C=C(C(=O)NCc2ccccc2)O[C@H](OCc2ccc(CO)cc2)C1,1.4
Cc1noc(C)c1S(=O)(=O)Nc1ccc2c(c1)C(=O)N([C@@H](C)CO)C[C@H](C)[C@H](CN(C)S(=O)(=O)c1ccccc1)OCCCC[C@H](C)O2,i
COc1cccc(S(=O)(=O)N(C)C[C@H]2OCc3cnnn3CCCC(=O)N([C@H](C)CO)C[C@@H]2C)c1,-3.6
CC1CC[C@@]2(OC1)O[C@H]1CC3C4CC=C5C[C@@H](O[C@@H]6O[C@H](CO)[C@@H](O[C@@H]7O[C@@H](C)[C@H](O)[C@@H](O)[C@H]7O)[C@H](O)[C@H]6O[C@@H]6O[C@@H](C)[C@H](O)[C@@H](O)[C@H]6O)CC[C@]5(C)C4CC[C@]3(C)[C@@]1(O)[C@@H]2C (stereo partly specified),-1.7
COc1cc2c(cc1OC)CN(C(=O)[C@H]1[C@@H]3C(=O)O[C@@H](c4ccccc4)[C@@H](c4ccccc4)N3[C@@H](c3ccc(O)cc3)[C@]13C(=O)Nc1ccc(C#CC4(O)CCCCCC4)cc13)CC2,-5.9
O=C(C[C@H]1C[C@H]2c3cc(NC(=O)Nc4ccccc4)ccc3O[C@H]2[C@@H](CO)O1)NCC1CC1,-2.2
C[C@H](CO)N1C[C@H](C)[C@H](CN(C)S(=O)(=O)c2ccc(Cl)cc2)Oc2ccc(NC(=O)CCN3CCOCC3)cc2CC1=O,-2.6
COc1ccc(CN(C)C[C@H]2Oc3ccc(NC(=O)c4ccncc4)cc3C(=O)N([C@@H](C)CO)C[C@@H]2C)cc1,6.8
O=C(C[C@@H]1C[C@H]2c3cc(NS(=O)(=O)c4ccc(F)cc4)ccc3O[C@H]2[C@H](CO)O1)NCc1ccc(Cl)cc1,-9.1
COc1ccc(S(=O)(=O)Nc2ccc3c(c2)C(=O)N([C@H](C)CO)C[C@H](C)[C@@H](CN(C)Cc2ccccc2)OCCCC[C@H](C)O3)cc1,7.1
C[C@H](CO)N1C[C@H](C)[C@H](CN(C)C)Oc2ncc(C3=CCCC3)cc2C1=O,2.3
C[C@H](CO)N1C[C@H](C)[C@H](CN(C)Cc2ccccc2)Oc2ncc(-c3cncnc3)cc2C1=O,0.3
C[C@@H]1CN([C@@H](C)CO)C(=O)c2cc(C#CCN(C)C)cnc2O[C@@H]1CN(C)C(=O)c1cccc(F)c1,-1.1
COc1ccc(NC(=O)Nc2ccc3c(c2)C(=O)N([C@@H](C)CO)C[C@H](C)[C@H](CN(C)Cc2ccc(Cl)c(Cl)c2)OCCCC[C@@H](C)O3)cc1,8.2
CNC[C@@H]1OCCCC[C@@H](C)Oc2ccc(NC(=O)Nc3ccc4c(c3)OCO4)cc2C(=O)N([C@@H](C)CO)C[C@H]1C,4.2
C[C@@H]1CN([C@@H](C)CO)C(=O)c2cccc(NS(=O)(=O)c3ccc(F)cc3)c2O[C@@H]1CN(C)Cc1ccc(C(F)(F)F)cc1,-6.2
C[C@H]1CN([C@@H](C)CO)C(=O)CCCn2nncc2CO[C@@H]1CN(C)Cc1ccc(O)cc1,-0.4
C[C@H]1CN([C@@H](C)CO)C(=O)Cc2cc(NS(=O)(=O)c3ccc(F)cc3)ccc2O[C@H]1CN(C)S(C)(=O)=O,-0.2
C[C@H](CO)N1C[C@H](C)[C@@H](CN(C)Cc2ccc3c(c2)OCO3)OCc2ccccc2-c2ccccc2C1=O,4.3
C[C@H](CO)N1C[C@H](C)[C@H](CN(C)Cc2ccccc2F)Oc2ncc(/C=C/c3ccccc3)cc2C1=O,5.4
CC(C)(C)c1ccc(S(=O)(=O)/C=C/C#N)cc1,-2.2
C[C@@H]1CN([C@H](C)CO)C(=O)CCCn2cc(nn2)CO[C@@H]1CN(C)Cc1cccc(C(=O)O)c1,0.5
CC(C)NC(=O)N(C)C[C@H]1Oc2cc(C#Cc3ccc(F)cc3)ccc2S(=O)(=O)N([C@H](C)CO)C[C@@H]1C,1.8
C=CCOC(=O)C1=C[C@H](c2ccc(Br)cc2)[C@@H](CCCO)[C@H](OCC)O1,-1.3
C[C@@H]1CN([C@@H](C)CO)C(=O)c2cc(NC(=O)Nc3ccc4c(c3)OCO4)ccc2O[C@@H](C)CCCCO[C@@H]1CN(C)C(=O)c1ccccc1,-2.3
Cc1noc(C)c1NC(=O)Nc1ccc2c(c1)C(=O)N([C@@H](C)CO)C[C@H](C)[C@H](CN(C)C)OCCCC[C@H](C)O2,3.6
COc1ccc(NC(=O)N(C)C[C@@H]2Oc3ccc(NC(=O)Cc4ccccc4)cc3CC(=O)N([C@H](C)CO)C[C@H]2C)cc1,-1.2
C[C@@H]1CCCCO[C@H](CN(C)C)[C@H](C)CN([C@H](C)CO)C(=O)c2cc(NC(=O)Cc3ccccc3)ccc2O1,-0.4
C[C@@H]1CN([C@@H](C)CO)C(=O)c2cc(NC(=O)C3CCCCC3)ccc2O[C@@H]1CN(C)C,-3.5
CCCC#Cc1cnc2c(c1)C(=O)N([C@@H](C)CO)C[C@@H](C)[C@@H](CN(C)C(=O)CN1CCOCC1)O2,-23.5
COc1ccc(CN2CCC(C)=CC2C)cc1 (stereo unspecified),0.6
C[C@H](CO)N1C[C@H](C)[C@@H](CN(C)S(=O)(=O)c2ccccc2)Oc2ccc(NC(=O)CCC(F)(F)F)cc2CC1=O,26.4
CC1OC(OC(=O)C2=CC3CC(C)(C)CC34C(C)OC(=O)CC24)C(O)C(O)C1O (stereo unspecified),8.3
Cc1ccc(S(=O)(=O)N(C)C[C@H]2Oc3ccc(NC(=O)NC(C)C)cc3C(=O)N([C@H](C)CO)C[C@H]2C)cc1,0.5
C=CCNC(=O)[C@@H]1[C@H]2C(=O)O[C@H](c3ccccc3)[C@H](c3ccccc3)N2[C@H](c2ccc(OCCO)cc2)[C@@]12C(=O)Nc1ccc(C#CCC(C(=O)OC)C(=O)OC)cc12,-1.0
Cc1ccc(S(=O)(=O)N(C)C[C@@H]2OCCCC[C@H](C)Oc3ccc(NS(=O)(=O)c4cccs4)cc3C(=O)N([C@H](C)CO)C[C@@H]2C)cc1,-4.3
Cc1noc(C)c1S(=O)(=O)Nc1ccc2c(c1)CC(=O)N([C@H](C)CO)C[C@H](C)[C@@H](CN(C)S(=O)(=O)c1ccc(Cl)cc1)O2,-3.8
COC(=O)CCCCCCC(=O)N/N=C/c1ccc(OC)cc1,1.5
C/C=C/c1ccc2c(c1)O[C@H](CN(C)Cc1cccc(F)c1)[C@@H](C)CN([C@H](C)CO)S2(=O)=O,15.5
CCCN(C)C[C@H]1OCCCC[C@H](C)Oc2ccc(NC(=O)C3CCCCC3)cc2C(=O)N([C@H](C)CO)C[C@H]1C,8.6
CC(=O)N(C)C[C@@H]1Oc2cc(-c3ccc(C#N)cc3)ccc2S(=O)(=O)N([C@H](C)CO)C[C@@H]1C,2.2
Cc1ccccc1-c1ccc2c(c1)O[C@H](CN(C)Cc1ccncc1)[C@H](C)CN([C@H](C)CO)S2(=O)=O,7.3
CN(C)C(=O)C[C@@H]1C=C[C@@H](NC(=O)c2ccc(F)cc2)[C@H](CO)O1,-4.5
C[C@@H]1CN([C@H](C)CO)C(=O)c2cc(NC(=O)Cc3cn(C)c4ccccc34)ccc2O[C@@H]1CN(C)Cc1ccc(C(=O)Nc2ccccc2N)cc1,-6.4
C/C=C/c1ccc2c(c1)O[C@@H](CN(C)C(=O)Nc1ccc(C(F)(F)F)cc1)[C@@H](C)CN([C@@H](C)CO)S2(=O)=O,-7.5
Cc1noc(C)c1NC(=O)Nc1ccc2c(c1)C(=O)N([C@H](C)CO)C[C@@H](C)[C@@H](CN(C)Cc1ccc3c(c1)OCO3)OCCCC[C@@H](C)O2,-0.2
O=C(N[C@H]1C=C[C@@H](CC(=O)N2CCC(Cc3ccccc3)CC2)O[C@H]1CO)c1cnccn1,10.6
# Next records follow.
SMILES,NSD2 inh
C[C@@H]1CN([C@@H](C)CO)C(=O)c2cc(NC(=O)c3ccccc3)ccc2O[C@@H](C)CCCCO[C@@H]1CN(C)C(=O)C1CCCCC1,-2.9
C[C@H](CO)N1C[C@H](C)[C@@H](CN(C)C(=O)Nc2ccc(C(F)(F)F)cc2)OCCCC[C@H](C)Oc2ccc(NC(=O)Nc3ccc(F)cc3)cc2C1=O,-6.1
C[C@@H]1CN([C@@H](C)CO)C(=O)Cc2cc(NC(=O)Nc3ccc(F)cc3)ccc2O[C@H]1CN(C)C(=O)Nc1ccc(C(F)(F)F)cc1,-4.4
CSC(=O)OCC1=C[C@@H]2OC(=O)C3=CO[C@@H](O[C@@H]4O[C@H](CO)[C@@H](O)[C@H](O)[C@H]4O)[C@H]1[C@@H]32,-1.1
Cc1noc(C)c1NC(=O)N(C)C[C@H]1Oc2c(NS(=O)(=O)c3ccc(Cl)cc3)cccc2C(=O)N([C@H](C)CO)C[C@@H]1C,2.1
COc1cccc(S(=O)(=O)N(C)C[C@@H]2OCc3cn(nn3)CCCC(=O)N([C@@H](C)CO)C[C@H]2C)c1,2.6
Cc1noc(C)c1NC(=O)N(C)C[C@H]1Oc2ccc(NS(=O)(=O)c3cccs3)cc2CC(=O)N([C@@H](C)CO)C[C@H]1C,6.4
CC(C)NC(=O)Nc1cccc2c1O[C@H](CN(C)C)[C@H](C)CN([C@H](C)CO)C2=O,8.4
C[C@H](CO)N1C[C@H](C)[C@@H](CN(C)Cc2ccc(C(=O)Nc3ccccc3N)cc2)Oc2ccc(NS(=O)(=O)c3cccs3)cc2C1=O,-3.1
CC(C)C#Cc1ccc2c(c1)O[C@H](CN(C)Cc1ccncc1)[C@H](C)CN([C@@H](C)CO)S2(=O)=O,2.6
C/C=C1/[C@H](O[C@@H]2O[C@H](CO)[C@@H](O)[C@H](O)[C@H]2O)OC=C(C(=O)OC)[C@H]1CC(=O)OCCc1ccc(OC(=O)C[C@@H]2C(C(=O)OC)=CO[C@@H](O[C@@H]3O[C@H](CO)[C@@H](O)[C@H](O)[C@H]3O)/C2=C/C)cc1,8.7
CC(=O)N(C)C[C@H]1Oc2cc(C#Cc3ccc(F)cc3)ccc2S(=O)(=O)N([C@@H](C)CO)C[C@H]1C,-4.9
COC(=O)[C@@]1(Cc2ccccc2N=[N+]=[N-])N=C(c2ccc(OCCCO)cc2)O[C@H]1c1ccccc1CN=[N+]=[N-],-2.3
COc1ccc(NC(=O)Nc2ccc3c(c2)CC(=O)N([C@@H](C)CO)C[C@@H](C)[C@H](CN(C)C(=O)Nc2cccc4ccccc24)O3)cc1,0.8
C[C@@H]1CN([C@H](C)CO)C(=O)c2cccc(NC(=O)c3ccncc3)c2O[C@@H]1CN(C)S(=O)(=O)c1ccc(Cl)cc1,14.9
C[C@@H]1CN([C@@H](C)CO)C(=O)c2cccc(NS(=O)(=O)c3ccccc3)c2O[C@@H]1CN(C)S(=O)(=O)c1cccs1,-1.2
COc1ccc(S(=O)(=O)Nc2cccc3c2O[C@H](CN(C)Cc2ccc4c(c2)OCO4)[C@H](C)CN([C@@H](C)CO)C3=O)cc1,1.8
C[C@H]1CN([C@@H](C)CO)C(=O)c2cc(-c3ccc(F)cc3)cnc2O[C@@H]1CN(C)Cc1cncnc1,-1.7
COCCOC(=O)N1C(=O)[C@@]2(c3cc(C#Cc4ccc(OC)cc4)ccc31)[C@H](C(N)=O)[C@H]1C(=O)O[C@H](c3ccccc3)[C@H](c3ccccc3)N1[C@@H]2c1ccccc1OCCO,-10.3
C[C@@H]1CCCCO[C@H](CN(C)C(=O)c2ccccc2)[C@H](C)CN([C@@H](C)CO)C(=O)c2cc(NS(=O)(=O)c3ccccc3)ccc2O1,-1.7
C[C@H]1CN([C@@H](C)CO)C(=O)Cc2cc(NS(=O)(=O)c3cn(C)cn3)ccc2O[C@H]1CN(C)Cc1ccc2c(c1)OCO2,0.2
C[C@@H]1CN([C@H](C)CO)S(=O)(=O)c2ccc(-c3ccncc3)cc2O[C@@H]1CN(C)S(C)(=O)=O,7.8
C[C@H](CO)N1C[C@H](C)[C@@H](CN(C)C(=O)CC2CC2)Oc2cc(C#CC3CC3)ccc2S1(=O)=O,11.5
C[C@H](CO)N1C[C@H](C)[C@@H](CN(C)C(=O)Nc2cccc3ccccc23)Oc2ccc(NS(=O)(=O)c3cn(C)cn3)cc2CC1=O,-0.2

# Gathered by group, those above with two or more sulfur atoms.
SMILES,NSD2 inh
Cc1noc(C)c1S(=O)(=O)Nc1ccc2c(c1)C(=O)N([C@@H](C)CO)C[C@H](C)[C@H](CN(C)S(=O)(=O)c1ccccc1)OCCCC[C@H](C)O2,i
C[C@H]1CN([C@@H](C)CO)C(=O)Cc2cc(NS(=O)(=O)c3ccc(F)cc3)ccc2O[C@H]1CN(C)S(C)(=O)=O,-0.2
Cc1ccc(S(=O)(=O)N(C)C[C@@H]2OCCCC[C@H](C)Oc3ccc(NS(=O)(=O)c4cccs4)cc3C(=O)N([C@H](C)CO)C[C@@H]2C)cc1,-4.3
Cc1noc(C)c1S(=O)(=O)Nc1ccc2c(c1)CC(=O)N([C@H](C)CO)C[C@H](C)[C@@H](CN(C)S(=O)(=O)c1ccc(Cl)cc1)O2,-3.8
Cc1noc(C)c1NC(=O)N(C)C[C@H]1Oc2ccc(NS(=O)(=O)c3cccs3)cc2CC(=O)N([C@@H](C)CO)C[C@H]1C,6.4
C[C@H](CO)N1C[C@H](C)[C@@H](CN(C)Cc2ccc(C(=O)Nc3ccccc3N)cc2)Oc2ccc(NS(=O)(=O)c3cccs3)cc2C1=O,-3.1
C[C@@H]1CN([C@@H](C)CO)C(=O)c2cccc(NS(=O)(=O)c3ccccc3)c2O[C@@H]1CN(C)S(=O)(=O)c1cccs1,-1.2
C[C@@H]1CN([C@H](C)CO)S(=O)(=O)c2ccc(-c3ccncc3)cc2O[C@@H]1CN(C)S(C)(=O)=O,7.8
